DAX1 inh-1: NR0B1 (DAX1) inhibition. P51843. HEK293 Gal4-DAX1 luciferase reporter, luminescence. inhibition, % at 6.75 µM. hit rate 0.99% among 340,000. AID 504766;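 active means inhibition above the mean over all tested compounds plus 3 SD, cut at about 4.2% in these data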;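 further: 0% = DAX1-transfected cells with DMSO and 100% = empty-vector control cells with DMSO; inhibition shows as a rise in luminescence from relieved DAX1 repression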
ADAM17 inh: inhibitors of human ADAM17; inhibition, % at 6.95 µM; P78536; recombinant ADAM17, EDANS/DABCYL FRET peptide cleavage; hit rate 0.83% among 370,000;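 active means inhibition above the mean of compounds lying between control limits plus 3 SD, set per campaign, cut at about 8.5% in these data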;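 further: 0% = DMSO-only wells as the low control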
hcDAF12 agonist: activates DAF-12 receptor from parasite H. contortus | HEK293 hcDAF-12 lit1-tk-luc reporter, luminescence; 0% DMSO, 100% Δ7-dafachronic acid | activation, % at 6.8 µM | hit rate 1.4% among 370,000 | AID 652067;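 active means activation above the mean of all tested compounds plus 3 SD, cut at about 5.5% in these data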;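 further: 100% = response to 3 µM Δ7-dafachronic acid high control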
PLCb3 inh: inhibitors of human phospholipase C beta3; inhibition, % at 12.2 µM; Purified PLC-beta3, fluorogenic substrate, fluorescence; hit rate 0.18% among 370,000; Q01970; AID 720704; in the data active means inhibition above about 11%;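 further: 0% = median of compound wells on plate and 100% = full blocker control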
PLC-gamma1 inh: PLC-gamma1 (human) inhibition, primary screen. hit rate 0.84% among 370,000. inhibition, % at 12.2 µM. purified PLC-gamma1, fluorogenic substrate, fluorescence. P19174. AID 720700; in the data active means inhibition above about 9.5%
hgDAF-12 ag: hgDAF-12 agonism, primary luciferase screen; activation, % at 6.8 µM; AID 687014; HEK293 GAL4-hgDAF12 UAS-luciferase reporter, agonist luminescence; normalized to butyrate control; hit rate 1.8% among 370,000;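 active means activation above a cutoff set at the mean of all screened compounds plus 3 SD, cut at about 10% in these data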;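 further: 0% = DMSO wells and 100% = sodium butyrate wells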
ssDAF-12 act: S. stercoralis DAF-12 activation, primary screen | HEK293 ssDAF-12/GRIP1 lit1-tk-luc reporter, luminescence; % of 3 µM dafachronic acid response | hit rate 1% among 370,000 | activation, % at 6.8 µM;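 active means activation above the mean over all tested compounds plus 3 SD, cut at about 0.9% in these data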;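 further: 0% = DMSO-only wells and 100% = 3 µM delta7-dafachronic acid wells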
ADAM10 inh: ADAM10 inhibition, QFRET primary screen; O14672; recombinant ADAM10, EDANS/DABCYL FRET peptide cleavage, 3 h; inhibition, % at 7 µM; hit rate 0.62% among 370,000;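 active means inhibition above a per-campaign cutoff equal to the mean of compounds falling between control-based bounds plus 3 SD, cut at about 20% in these data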;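 further: 0% = DMSO wells while the 100% control is not disclosed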
Target sequence (O14672 214-748 limits assumed): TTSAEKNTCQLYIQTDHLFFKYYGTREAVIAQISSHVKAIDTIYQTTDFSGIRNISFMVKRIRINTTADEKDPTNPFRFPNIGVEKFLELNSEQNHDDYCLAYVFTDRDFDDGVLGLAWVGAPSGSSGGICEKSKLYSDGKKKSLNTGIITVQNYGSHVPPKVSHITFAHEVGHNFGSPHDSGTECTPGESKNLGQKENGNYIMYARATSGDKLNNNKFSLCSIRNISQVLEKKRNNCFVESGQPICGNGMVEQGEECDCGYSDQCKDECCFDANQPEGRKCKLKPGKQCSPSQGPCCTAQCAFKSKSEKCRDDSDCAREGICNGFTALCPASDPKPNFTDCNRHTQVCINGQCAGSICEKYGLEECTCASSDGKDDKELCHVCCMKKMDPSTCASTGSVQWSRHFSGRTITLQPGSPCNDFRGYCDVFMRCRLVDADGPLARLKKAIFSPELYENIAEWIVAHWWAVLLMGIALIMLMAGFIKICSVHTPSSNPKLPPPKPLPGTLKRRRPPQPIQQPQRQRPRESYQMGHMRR
FXN GAA850 act: increases GAA850 frataxin promoter reporter activity. hit rate 0.56% among 360,000. activation, % at 6 µM. AID 540364. HEK293 lucGAA850 FXN promoter luciferase reporter, 24 h; percent of 10 µM SAHA response;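 active means activation above the average of all compounds screened plus 3 SD, cutoff fixed separately per campaign, cut at about 7.5% in these data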;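 further: 0% = DMSO wells and 100% = 10 µM SAHA wells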
HGIII-sPLA2 inh: Inhibits HGIII-sPLA2 liposome hydrolysis, primary screen. inhibition, % at 12.2 µM. hit rate 0.56% among 370,000. QFRET BODIPY PC-A2 liposome hydrolysis, fluorescence;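 active means inhibition above mean plus 3 SD of compounds lying within the high and low control bounds, cut at about 19% in these data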;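 further: 0% = median of test compound wells and 100% = no enzyme DMSO wells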
Target sequence (Q9NZ20 whole entry, looked up): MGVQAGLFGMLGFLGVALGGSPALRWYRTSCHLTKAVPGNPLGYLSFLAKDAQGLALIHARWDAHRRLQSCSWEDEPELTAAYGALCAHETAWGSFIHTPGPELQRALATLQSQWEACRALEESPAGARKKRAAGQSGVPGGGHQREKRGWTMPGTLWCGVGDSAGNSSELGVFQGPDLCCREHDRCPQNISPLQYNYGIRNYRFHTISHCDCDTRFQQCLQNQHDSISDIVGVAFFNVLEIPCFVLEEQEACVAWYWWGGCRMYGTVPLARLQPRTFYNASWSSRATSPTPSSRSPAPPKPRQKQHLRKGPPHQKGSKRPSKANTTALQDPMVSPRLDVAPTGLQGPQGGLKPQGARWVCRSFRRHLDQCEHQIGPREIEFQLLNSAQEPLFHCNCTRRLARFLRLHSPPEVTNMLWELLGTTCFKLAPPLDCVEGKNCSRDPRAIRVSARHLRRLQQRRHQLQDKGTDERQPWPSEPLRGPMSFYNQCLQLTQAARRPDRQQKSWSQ
DAX1 inh-2: DAX1 (NR0B1) inhibition, primary screen; AID 652010; inhibition, % at 6.8 µM; HEK293T StAR-luciferase reporter, SF-1/DAX-1 repression relief; hit rate 1.1% among 370,000;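 active means inhibition above the mean over all tested compounds plus 3 SD, cut at about 3.6% in these data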;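 further: 0% = DAX-1 cells with DMSO and 100% = cells lacking DAX-1 with DMSO; higher inhibition means more luminescence from relief of DAX-1 repression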
Starred values were filed as active, the others as inactive; · = no result given.

SMILES	DAX1 inh-1	ADAM17 inh	hcDAF12 agonist	PLCb3 inh	PLC-gamma1 inh	hgDAF-12 ag	ssDAF-12 act	ADAM10 inh	FXN GAA850 act	HGIII-sPLA2 inh	DAX1 inh-2
c1ccc(CNc2nc(NCC3CC3)nc3cc(-c4ccccc4)sc23)cc1	·	-4	-1.4	-18	-17	1.2	-1.3	-53	-1.6	-2	-0.9
OC(c1ccc(F)cc1)c1nc(-c2ccncc2)cs1 (configuration not stated)	·	0	-4.1	5	2	-5.3	-1.7	4	-1.9	5	-3.9
Cc1cccc(Nc2ncc3c(n2)CC(C)CC3=O)c1 (configuration not stated)	2.9	-1	2.0	-37	-29	8.9	-0.4	10	2.4	1	2.7
Cc1ccc(NC(=O)CSc2nc(-c3ccco3)cc(C(F)(F)F)n2)cc1C	-0.4	-1	-0.2	-3	-2	0.7	-1.2	-2	-5.9	-6	1.0
COc1cc(-c2cc(C(=O)OCC(=O)NC3CC3)c3ccccc3n2)cc(OC)c1OC	-1.0	-1	0.3	-16	-9	3.9	-1.2	-17	-1.3	5	-1.7
O=C(CSc1nnc(NC2CCCCC2)s1)Nc1ccc(N2CCOCC2)cc1	0.8	-2	0.8	1	2	1.4	-0.5	-5	1.4	1	1.4
CC(CNC(=O)C1CCCCC1C(=O)O)c1ccccc1 (configuration not stated)	0.6	-3	0.2	1	9	-1.9	-1.1	-3	2.7	9	-0.2
COc1ccc(OC)c(/C=N/N2CCN(c3ccc(Cl)cc3)CC2)c1	-1.1	-6	-3.4	-8	-6	0.2	-0.9	2	-1.8	11	-0.2
CC1CCCN(Cc2cccc(Oc3ccccc3)c2)C1 (configuration not stated)	-0.1	-3	0.6	-1	5	-2.4	-1.6	4	-2.3	5	-0.1
COc1cc(CC(NC(C)=O)C(=O)NC2CCN(C(=O)c3cc(OC)c(OC)c(OC)c3)CC2)cc(OC)c1 (configuration not stated)	0.0	-1	-0.6	1	2	-0.1	-0.6	-2	1.7	-1	-0.2
COc1cc(/C=C(/C#N)C(=O)NCCCc2ccccc2)ccc1OCC(=O)O	4.0	2	-0.1	-4	-3	-1.2	-1.6	-2	-1.0	-1	0.1
CCN1CCN(C(=O)C2CCN(Cc3nc(-c4cccc(Cl)c4)oc3C)CC2)CC1	-1.1	-5	-0.4	-5	-6	3.1	-1.2	-7	-0.2	7	1.1
Cc1ccc(S(=O)(=O)N(C)CC(O)Cn2c3ccccc3c3ccccc32)cc1 (configuration not stated)	-0.3	11*	-1.1	0	-1	-1.3	-1.1	16	-1.1	-42	0.3
CCS(=O)(=O)c1ccc2oc(Nc3cc(C)cc(C)c3)nc2c1	-0.4	1	-3.2	0	-10	0.1	-2.4	9	-3.0	-27	-1.6
CCn1cc(CNC(=O)c2cc(-c3ccccc3OC)nc3ccccc23)c(C)n1	-0.7	-5	0.2	-74	-65	-5.2	-0.6	-16	-1.1	-1	-1.6
O=C(COC(=O)CCSc1ccc(Cl)cc1)NCCc1ccccc1	-0.7	3	-1.7	-1	-1	-1.2	-1.9	7	-0.8	-5	1.4
C[C@@H]1CN([C@@H](C)CO)C(=O)c2c(c3ccccc3n2C)-c2ccccc2CO[C@H]1CN(C)C(=O)[C@H](Cc1ccccc1)N(C)C	0.2	-5	0.2	-2	-1	-0.1	-0.7	-18	-5.8	-8	0.3
Cc1ccccc1C(=O)Nc1cccc(NC(=S)NC(=O)c2cccs2)c1	1.2	8	-2.0	4	1	0.0	-0.8	11	-4.3	5	-0.5
COC(=O)c1ccccc1NC(=O)C1CCCN(S(=O)(=O)c2ccccc2)C1 (configuration not stated)	-2.4	-3	-3.6	0	-1	-3.0	-1.7	4	-0.9	-6	-1.7
Oc1ccccc1N=N/C(=N/Nc1ccccc1O)c1ccccc1	0.0	-3	3.2	-6	-4	5.2	-0.5	6	0.5	4	0.4
CCOc1ccc(OCCC(=O)OCC(=O)Nc2cc(S(=O)(=O)N3CCOCC3)ccc2C)cc1	1.5	-3	1.2	-2	-2	5.0	-0.8	68*	2.0	2	2.2
COc1ccc(-n2nc(C(=O)NCC(=O)N3CCCC3)c3ccccc3c2=O)c(OC)c1	1.7	2	0.2	-5	2	0.1	-0.5	6	3.1	10	0.7
CN1CCN(C(=O)c2cc(=O)c3cc(Cl)ccc3o2)CC1	0.6	-1	2.9	-9	-2	0.0	-0.7	3	0.2	17	-0.5
Cc1ccc2c(c1)-c1c(ssc1=S)C(C)(C)N2C(=O)c1ccco1	1.2	-3	-0.7	0	4	1.0	-2.1	-1	-1.0	11	0.5
Oc1c(Br)cc(C2N=C(c3ccccc3)NO2)cc1Br (configuration not stated)	1.7	-5	1.0	-13	-5	6.4	-0.7	-6	3.1	-13	1.2
CCC(Sc1nc2ccsc2c(=O)n1Cc1ccc(C(=O)O)cc1)C(=O)Nc1ccc(C)c(Cl)c1 (configuration not stated)	0.1	8	-1.7	-10	4	-2.6	-0.8	4	0.1	-28	-0.2
COc1ccc(S(=O)(=O)N2CC(C)OC(C)C2)cc1C(=O)N1CCCCC1 (configuration not stated)	0.8	-5	-1.0	-8	-3	-1.4	-1.4	-3	-1.0	1	-1.7
CCc1ccc(N(C(=O)CCC(=O)Nc2cc(C)on2)C(C(=O)NC(C)(C)C)c2ccc(OC)cc2)cc1 (configuration not stated)	-0.6	2	-1.3	-2	0	-1.6	-0.7	8	-1.2	0	0.0
O=C(O)C(Cc1ccccc1[N+](=O)[O-])N1C(=O)c2ccccc2C1=O (configuration not stated)	-0.3	-9	2.0	0	3	2.5	-0.8	-22	0.7	8	-0.5
CCOC(=O)/C(N=Nc1sc(C(=O)OC)c(C)c1C(=O)OCC)=C(\O)CCl	-0.3	-2	-4.1	-16	-14	-0.7	-1.6	0	0.8	3	-0.8
O=C(CCc1nnc(CCC2CCCCC2)o1)NCCn1cccn1	0.3	4	2.7	1	-1	-1.4	-0.4	4	0.8	5	0.0
CCOc1ccc(S(=O)(=O)Nc2cc(OC)c(OC)cc2C(=O)O)cc1	0.7	-5	-2.7	-3	-5	1.8	-0.8	-9	0.2	-11	0.1
COC(CNC(=O)c1cnn2c(C)c(Cc3ccccc3)c(C)nc12)OC	-2.1	-103	-2.8	-161	-113	-2.8	-1.9	-290	-1.5	-4	-2.1
O=C(CNC(=O)OCc1ccccc1)NC(Cc1cnc[nH]1)C(=O)O (configuration not stated)	-0.7	0	0.2	2	-1	-1.4	-0.9	-3	-1.0	-4	-0.2
Cc1ccc(Nc2cc(C)nc(N3CCOCC3)n2)cc1	1.0	-1	5.7*	-4	-3	4.0	0.3	0	2.8	-14	0.9
O=c1[nH]ncc(NCCCO)c1Cl	-0.4	-6	-1.2	3	0	-2.0	-1.2	1	-2.7	8	1.2
O=C(CCn1nnc2ccccc21)Nc1nnc(COc2ccccc2F)s1	-0.6	-1	-0.7	0	0	-1.8	-1.6	-2	0.9	-21	-1.0
COc1ccc(CCNC(=O)c2cc3c(C)nccc3[nH]c2=O)cc1OC	-1.1	-5	-2.6	-6	-1	-2.6	-1.6	-5	1.7	11	0.0
c1ccc2c(c1)nc1n2CCN1	0.6	7	-0.8	3	1	-1.5	-0.7	-8	-1.3	13	0.1
Cc1cc(=O)oc2cc(OCC(=O)OCC(=O)NC(C)C)ccc12	-0.5	-77	-0.9	-22	-15	4.9	-1.7	-237	-1.4	3	-1.0
CCC1(C)CN=C(c2ccccc2)NC1 (configuration not stated)	0.8	2	1.8	3	5	-1.8	-1.3	-2	0.7	3	1.3
CC(=O)C1=C(O)C(=O)N(c2ccccn2)C1c1cccc(F)c1 (configuration not stated)	0.5	-10	0.1	-42	-24	2.9	-0.6	-17	1.7	0	0.3
COc1ccc(CCNC(=O)c2ccc(N3CCCC3=O)cc2)cc1	-0.9	1	1.6	5	4	-2.2	-0.9	9	1.7	5	0.0
O=C(CN(c1cccc(Cl)c1)S(=O)(=O)c1ccc(Cl)cc1)NCc1ccccn1	0.5	0	0.9	-2	0	-3.1	-1.0	6	1.0	-5	-0.3
COc1cc2ccccc2cc1C(=O)Nc1ccc(N2CCN(C(=O)C(C)C)CC2)cc1	-0.3	-2	-0.9	-5	5	2.0	-1.4	7	-0.4	1	-1.1
COc1cccc(-c2cc(C(=O)NCC3CCCO3)c3ccccc3n2)c1 (configuration not stated)	-1.1	2	-2.0	-35	-26	2.0	-1.8	-3	-0.2	1	-0.6
CC(C)C(=O)N1CCN(c2ccccc2NC(=O)c2ccc(Br)o2)CC1	-0.7	2	-1.0	-5	-2	2.4	-1.2	-8	0.0	-3	-3.4
COc1cccc(NC(=O)C2(C)CCN2C(=O)Cc2ccc(C(C)C)cc2)c1 (configuration not stated)	·	2	-2.2	2	4	-4.2	-1.6	5	-1.5	-11	-1.2
O=S(=O)(NCCNS(=O)(=O)c1c(F)cccc1F)c1ccc2c(c1)OCCO2	0.9	-2	-0.2	-2	2	-2.0	-1.2	-9	0.9	-3	-0.1
Cc1cc(-c2c(C)[nH]n(-c3ccc(Cl)cc3)c2=O)n(-c2ccccc2)n1	2.0	-2	-0.2	-1	-2	-1.1	-1.2	-5	-0.8	3	-0.2
O=[N+]([O-])c1cccnc1Oc1cccnc1	0.3	-4	0.2	-4	-1	2.6	-0.7	-4	0.5	10	0.2
COC(=O)C1=C(CS(=O)(=O)c2ccccc2)NC(=O)NC1c1ccc(OC)c(OC)c1 (configuration not stated)	-0.2	-1	-0.8	-10	-2	-2.4	-1.3	-1	0.6	-4	1.5
COC(=O)c1ccc(NC(=O)c2ccc(F)cc2)o1	-0.6	1	-1.3	1	2	-1.0	-1.8	-1	0.1	8	-0.5
CCOc1ccc2[nH]c(=O)c(CN(Cc3ccc(F)cc3)C(=O)c3ccco3)cc2c1	-0.7	-41	-3.1	-21	-19	-2.2	-1.2	-123	-4.8	-8	-0.8
Clc1ccc(Oc2nc(Oc3ccc(Cl)cc3)nc(N3CCOCC3)n2)cc1	0.3	0	-0.8	4	0	-0.4	-0.4	1	0.4	1	-0.4
COCCCNC(=O)C[C@H]1C[C@@]2(C(=O)OC)C(=C[C@H](COCc3ccccc3)O[C@@H]2C)N(Cc2cccc3ccccc23)C1=O	·	5	-1.6	-2	7	-4.3	-0.6	4	·	-17	-0.8
COc1cccc(/C=C/C(=O)Oc2ccc(C(=O)c3ccc(F)cc3)cc2)c1	1.6	0	0.4	-8	-7	-2.2	-1.6	-3	1.3	-5	-0.4

Compound profiles, as listed above. Values in the order: DAX1 inh-1 | ADAM17 inh | hcDAF12 agonist | PLCb3 inh | PLC-gamma1 inh | hgDAF-12 ag | ssDAF-12 act | ADAM10 inh | FXN GAA850 act | HGIII-sPLA2 inh | DAX1 inh-2
CCOc1ccc2[nH]c(=O)c(CN(Cc3ccc(F)cc3)C(=O)c3ccco3)cc2c1 in the list: -0.7 | -41 | -3.1 | -21 | -19 | -2.2 | -1.2 | -123 | -4.8 | -8 | -0.8
COc1ccc(CCNC(=O)c2ccc(N3CCCC3=O)cc2)cc1 in the list: -0.9 | 1 | 1.6 | 5 | 4 | -2.2 | -0.9 | 9 | 1.7 | 5 | 0.0

Screens: PubChem, The Scripps Research Institute Molecular Screening Center
